Screens deposited in PubChem by several laboratories.
FXN GAA850 act: increases GAA850 frataxin promoter reporter activity | HEK293 lucGAA850 FXN promoter luciferase reporter, 24 h; percent of 10 µM SAHA response | activation, % at 6 µM | 360,000 compounds, 0.56% hits;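 active = activation above the average of all compounds screened plus 3 SD, cutoff fixed separately per campaign, cut at about 7.5% in these data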;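 also: 0% = DMSO wells and 100% = 10 µM SAHA wells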
PG9 Ab binder: PG9 antibody binding by small molecule; TR-FRET gp120-PG9 antibody binding; inhibition, % at 6.7 µM; 360,000 compounds, 0.43% hits; AID 624416; in the data active = inhibition above about 8.5%
NPR1 activator: GC-A (human) enzyme activation; P16066; 370,000 compounds, 0.14% hits; activation, % at 10 µM; HEK293 GC-A cells, cGMP TR-FRET, EC30 ANP; 0% at EC30 ANP, 100% saturating ANP; in the data active = activation above about 40%
ssDAF-12 act: S. stercoralis DAF-12 activation, primary screen. HEK293 ssDAF-12/GRIP1 lit1-tk-luc reporter, luminescence; % of 3 µM dafachronic acid response. activation, % at 6.8 µM. 370,000 compounds, 1% hits. AID 652126;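 active = activation above the mean over all tested compounds plus 3 SD, cut at about 0.9% in these data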;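 also: 0% = DMSO-only wells and 100% = 3 µM delta7-dafachronic acid wells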
ADAM10 inh: ADAM10 inhibition, QFRET primary screen; O14672; recombinant ADAM10, EDANS/DABCYL FRET peptide cleavage, 3 h; inhibition, % at 7 µM; 370,000 compounds, 0.62% hits; AID 720582;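 active = inhibition above a per-campaign cutoff equal to the mean of compounds falling between control-based bounds plus 3 SD, cut at about 20% in these data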;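 also: 0% = DMSO wells while the 100% control is not disclosed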
hgDAF-12 ag: activates the H. glycines DAF-12 receptor ligand-binding domain; HEK293 GAL4-hgDAF12 UAS-luciferase reporter, agonist luminescence; normalized to butyrate control; activation, % at 6.8 µM; 370,000 compounds, 1.8% hits;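 active = activation above a cutoff set at the mean of all screened compounds plus 3 SD, cut at about 10% in these data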;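 also: 0% = DMSO wells and 100% = sodium butyrate wells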
ADAM17 inh: ADAM17 inhibition, QFRET primary screen; 370,000 compounds, 0.83% hits; recombinant ADAM17, EDANS/DABCYL FRET peptide cleavage; inhibition, % at 6.95 µM; AID 720648; P78536;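 active = inhibition above the mean of compounds lying between control limits plus 3 SD, set per campaign, cut at about 8.5% in these data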;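 also: 0% = DMSO-only wells as the low control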
Target sequence (P78536 215-824 limits assumed): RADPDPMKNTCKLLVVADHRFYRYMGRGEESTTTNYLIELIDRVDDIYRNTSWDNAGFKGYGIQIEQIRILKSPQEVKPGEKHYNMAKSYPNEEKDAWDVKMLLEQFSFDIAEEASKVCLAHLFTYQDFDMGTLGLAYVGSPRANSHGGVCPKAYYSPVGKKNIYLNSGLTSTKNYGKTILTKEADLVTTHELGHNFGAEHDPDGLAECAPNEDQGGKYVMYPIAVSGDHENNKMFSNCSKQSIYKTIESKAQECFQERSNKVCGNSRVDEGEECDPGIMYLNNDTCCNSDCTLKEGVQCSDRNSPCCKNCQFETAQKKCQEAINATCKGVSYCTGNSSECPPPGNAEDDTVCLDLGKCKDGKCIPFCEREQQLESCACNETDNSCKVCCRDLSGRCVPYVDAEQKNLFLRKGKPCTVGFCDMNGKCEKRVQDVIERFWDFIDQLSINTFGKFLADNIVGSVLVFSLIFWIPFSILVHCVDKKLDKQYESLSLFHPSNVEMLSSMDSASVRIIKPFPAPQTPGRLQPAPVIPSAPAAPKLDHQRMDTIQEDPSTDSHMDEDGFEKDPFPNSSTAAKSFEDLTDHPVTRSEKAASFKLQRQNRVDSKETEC
DAX1 inh-1: inhibitors of human orphan nuclear receptor DAX1 (NR0B1); AID 504766; HEK293 Gal4-DAX1 luciferase reporter, luminescence; 340,000 compounds, 0.99% hits; inhibition, % at 6.75 µM; P51843;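 active = inhibition above the mean over all tested compounds plus 3 SD, cut at about 4.2% in these data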;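 also: 0% = DAX1-transfected cells with DMSO and 100% = empty-vector control cells with DMSO; inhibition shows as a rise in luminescence from relieved DAX1 repression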
Target sequence (P51843 207-470 limits assumed): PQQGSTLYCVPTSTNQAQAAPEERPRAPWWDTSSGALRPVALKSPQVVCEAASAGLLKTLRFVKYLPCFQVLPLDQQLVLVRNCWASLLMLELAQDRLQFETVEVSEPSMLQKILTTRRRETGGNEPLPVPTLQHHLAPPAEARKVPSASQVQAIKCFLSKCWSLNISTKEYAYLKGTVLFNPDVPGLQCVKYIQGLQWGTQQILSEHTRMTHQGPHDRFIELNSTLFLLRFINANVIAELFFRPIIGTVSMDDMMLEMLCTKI
hcDAF12 agonist: activators of H. contortus DAF-12 nuclear receptor; HEK293 hcDAF-12 lit1-tk-luc reporter, luminescence; 0% DMSO, 100% Δ7-dafachronic acid; activation, % at 6.8 µM; 370,000 compounds, 1.4% hits;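 active = activation above the mean of all tested compounds plus 3 SD, cut at about 5.5% in these data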;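 also: 100% = response to 3 µM Δ7-dafachronic acid high control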
DAX1 inh-2: inhibitors of DAX1 repression of SF-1 activated StAR promoter. HEK293T StAR-luciferase reporter, SF-1/DAX-1 repression relief. AID 652010. 370,000 compounds, 1.1% hits. inhibition, % at 6.8 µM;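 active = inhibition above the mean over all tested compounds plus 3 SD, cut at about 3.6% in these data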;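 also: 0% = DAX-1 cells with DMSO and 100% = cells lacking DAX-1 with DMSO; higher inhibition means more luminescence from relief of DAX-1 repression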
SMARCA2 activ: increases SMARCA2 function in MMTV reporter cells; activation, % at 9.1 µM; 370,000 compounds, 1% hits; AID 652017; MG213 cells, MMTV-luciferase reporter, dexamethasone, overnight; in the data active = activation above about 7.8%;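 also: 0% = vehicle wells and 100% = reference activator wells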
Active calls of the source: *; . = no result given. This is a random part of the collection; overall some 6.8% were active at least once.

Molecule	FXN GAA850 act	PG9 Ab binder	NPR1 activator	ssDAF-12 act	ADAM10 inh	hgDAF-12 ag	ADAM17 inh	DAX1 inh-1	hcDAF12 agonist	DAX1 inh-2	SMARCA2 activ
Nc1[nH]c(C(=O)c2ccccc2)c(-c2ccc(Cl)c(F)c2)c1C(=O)NCCc1c[nH]c2ccccc12	.	0.2	-7	0.0	-12	1.2	3	.	-0.1	2.5	-2
COc1ccc(Cn2nc(C)cc2C)cc1OC	2.1	0.6	8	-1.3	-6	-3.2	0	-0.3	-2.3	-0.5	-3
COC(=O)[C@]12C[C@H](CC(=O)NCCCN3CCCC3=O)C(=O)N(Cc3ccccc3)C1=C[C@H](C1CCCC1)O[C@@H]2C	.	-0.7	-3	-1.2	-1	0.9	2	.	1.0	-0.6	1
CCC(=O)Nc1cc2c(cc1Cl)-c1ccccc1C2	8.4*	-0.4	-1	0.2	-10	18*	-2	1.2	5.8*	2.8	9.5*
CCn1c(=O)c2cc(C(=O)Nc3cccc(C(C)=O)c3)sc2c2ccccc21	0.6	0.4	3	-1.4	-1	-0.3	-3	0.5	-0.8	0.2	1
CC(C)CSc1nc2c(=O)[nH][nH]c(=O)c2n1Cc1ccccc1	2.1	0.5	-3	-0.2	5	2.7	-1	-0.2	-0.7	0.1	1
O=C1c2ccsc2SCCN1Cc1ccc(F)cc1	0.2	-0.3	0	-0.9	1	-0.8	2	1.3	-1.6	-0.3	-2
O=C(COc1ccccc1)N1CCN=C1SCc1cccnc1	0.2	-3.0	2	-0.5	-1	0.8	0	-0.6	-1.3	0.0	2
COc1ccc(CNC(=O)C2CC(C)=C(C)CC2C(=O)O)cc1 (stereo not given)	-2.9	1.1	1	-1.0	1	1.8	-3	0.0	1.0	-0.8	-1
CCCc1nc2oc3c(Cl)ncnc3c2c2c1CCCC2	2.9	0.6	-24	-1.9	-2	-0.7	-3	-0.2	-1.4	-0.3	2
CC1CCN(C(=O)c2cc(F)c(F)cc2Cl)CC1	0.9	1.8	-2	-0.8	-3	-1.7	5	-0.5	-0.5	0.8	-3
O=C(CCn1nc(-c2ccccc2)ccc1=O)N1CCOCC1	1.6	0.0	-1	-1.2	-11	2.4	-4	-0.8	-4.8	0.7	-1
O=C(OCc1cn([C@H]2C[C@H](c3ccc(Cl)cc3)N(CC3CCCCC3)C[C@@H]2O)nn1)c1ccccc1	2.5	-1.7	-3	-0.7	-13	6.7	-2	3.0	-0.1	-1.7	-3
CC(C)C(O)C1CCN(Cc2nc(-c3cccs3)no2)CC1 (stereo not given)	3.4	-1.9	-2	0.7	-14	7.5	-3	1.0	1.4	0.8	0
O=C(c1n[nH]c2ccccc12)N1CCOCC1	3.3	-2.1	4	-1.4	-1	-1.3	-1	-0.9	0.6	1.1	0
O=C(c1ccc(Cl)cc1Cl)N1CCC(c2nc3c(nnn3Cc3ccco3)c(=O)[nH]2)CC1	-0.6	-0.8	15	-1.7	1	-3.4	-3	0.6	-1.6	0.5	0
C=C(C)[C@@H](O)COc1c2ccoc2cc2oc(=O)ccc12	1.2	-3.3	-3	-0.5	-6	-0.7	-4	-0.6	-1.0	-0.8	2
COc1ccc(NC(=O)Cc2coc3ccc4ccccc4c23)cc1S(=O)(=O)N1CCOCC1	-0.6	-1.9	-2	-0.7	9	1.6	2	-1.4	-3.5	-0.3	-1
Cc1cc(N2CCCCCC2)nc(-c2ccccc2O)n1	-2.0	-0.4	5	-0.9	-98	1.9	-41	0.4	-1.2	-0.8	-2
CCn1c(CC(=O)Nc2ccccc2)nnc1SCC(=O)Nc1ccccc1C(=O)OC	-4.3	0.5	-1	-1.5	7	-1.6	-1	0.2	-2.9	-0.2	2
CCOC(=O)c1c(C)[nH]c(C(=O)COC(=O)c2ccc([N+](=O)[O-])o2)c1C	0.5	-0.2	1	-1.2	-10	-1.9	-4	0.5	0.1	-0.7	-3
COc1cccc(CC(=O)OCC(=O)NC2(C#N)CCCCC2)c1	-0.6	-0.5	-1	-0.4	-17	0.3	-3	2.3	-1.1	0.0	-1
CCN(C(=S)NCc1ccccc1)c1cccc2ccccc12	1.1	0.1	-18	-1.0	5	-1.5	2	0.1	3.2	-0.8	2
CCOC(=O)N1CCN(C(=O)CCCn2c(=O)[nH]c3ccccc3c2=O)CC1	-1.1	0.5	-5	-1.2	-1	0.6	0	1.0	0.1	0.5	3
CCOC(=O)C1(CCOC)CCN(Cc2ccc(COC)o2)CC1	-1.9	-0.3	5	-0.9	-7	-2.9	-5	0.9	0.0	-0.8	-6
Cc1ccc(SCCNCc2ccco2)cc1	2.7	1.7	2	-0.6	-1	0.3	0	1.1	-1.8	0.1	2
Cc1cc2cc(CN(Cc3ccco3)C(=S)NCC3CCCO3)c(=O)[nH]c2cc1C (stereo not given)	3.4	-0.8	3	-1.1	-53	-4.5	-7	1.0	-0.6	-0.3	0
CC1CN(C(=O)CCC(=O)NCc2ccccc2)c2ccccc2O1 (stereo not given)	-0.9	-1.4	4	-1.5	-11	3.8	-5	-0.1	0.5	1.0	1
O=C(Nc1ccccc1)c1ccc(N2CCN(c3ccccc3)CC2)c(S(=O)(=O)N2CCOCC2)c1	0.7	-1.7	0	-1.5	9	0.5	0	-0.1	1.5	-0.8	1
Cc1ccc(NC(=S)NCCN2CCOCC2)cc1F	1.6	-1.2	-2	-0.2	4	2.0	-1	-0.3	-0.2	-0.4	4
COc1cccc(SCc2noc(C(=O)NC(C)C)c2C(=O)O)c1	0.1	2.1	-1	-0.8	-1	0.9	-2	2.5	-0.5	-0.8	1
OC(COC1CCCCC1)CN1CCCCC1 (stereo not given)	0.0	-1.7	1	-1.0	1	1.4	-3	-0.2	-0.4	-0.2	-1
CCOc1ccc(N2C(=O)/C(=C\c3ccccc3OC)S(=O)(=O)C2c2cccc([N+](=O)[O-])c2)cc1 (stereo not given)	0.5	-2.6	-1	-1.6	6	0.1	3	0.6	-1.3	-1.1	3
COc1cccc(C(=O)NNC(=O)c2cccc(F)c2)c1	2.2	-0.3	2	0.1	3	5.2	1	3.1	1.5	0.5	1
Cc1cc(OCC(=O)Nc2ccccc2N2CCCCC2)ccc1C(C)C	0.5	-1.3	4	-0.6	-2	3.7	1	-0.2	0.2	1.4	3
COc1ccc(C(c2nnnn2C2CCCCC2)N2CCN(c3ccc(OC)cc3)CC2)cc1 (stereo not given)	1.7	-0.3	-3	-0.9	12	-1.3	-3	-1.3	-1.1	-1.1	-1
CCCOC(=O)C1=C(C)NC(=O)NC1c1cc2c(cc1Br)OCO2 (stereo not given)	0.5	-2.8	-13	-1.1	4	-0.5	1	-0.3	0.0	-0.6	-2
Oc1ccc(C2=CSC3=NCCN23)cc1O	0.5	-2.4	3	-1.3	-3	0.5	-5	-0.3	-1.4	0.4	-4
COC(=O)C1CN(Cc2cn(Cc3ccc(Cl)cc3)nn2)CCS(=O)(=O)N1Cc1ccc(C)cc1 (stereo not given)	.	.	-4	-2.5	8	-4.3	3	.	-3.8	-1.6	0
Cc1ccc(S(=O)(=O)NNC(=O)c2sccc2-n2cccc2)cc1	-0.9	0.1	-5	-1.5	-5	1.7	-5	-1.4	0.9	0.3	-2
CCC(C)NS(=O)(=O)c1ccc(NC(=O)Cc2ccc(OC)cc2)cc1 (stereo not given)	0.8	-0.8	5	-2.0	1	-0.5	1	-1.9	-1.9	-0.7	-1
O=C(CNC(=O)c1cccs1)Nc1ncccc1O	-0.1	-1.6	0	-0.7	-3	0.4	-3	0.3	1.9	4.5*	0
C=CCn1c(SCC(=O)Nc2ccc(NC(=O)c3ccco3)c(OC)c2)nnc1-c1ccncc1	-1.7	0.8	-1	-1.6	-4	-2.0	3	1.4	-2.5	-0.4	-3
Cn1cnc([N+](=O)[O-])c1S(=O)(=O)Nc1ccccc1	-1.8	-0.6	-1	-0.6	-8	3.4	-2	-0.3	0.0	-1.4	3
O=C(COC(=O)c1cnc(Cl)c(Cl)c1)Nc1cccc(S(=O)(=O)N2CCOCC2)c1	1.4	-1.3	-2	-0.9	5	-1.0	-1	-0.9	-0.3	0.0	-1
O=C(COc1ccc(Cl)cc1)NCc1nnc(SCC(=O)NCc2ccc3c(c2)OCO3)o1	-0.2	-0.2	-7	-1.5	-1	0.9	-2	0.4	-1.1	-0.4	-2
Cc1cccc2cc(CN(CCc3ccccc3)C(=O)N3CCOCC3)c3nnnn3c12	1.5	1.4	-5	-0.4	7	0.5	5	-0.7	-0.4	0.2	-4
COc1ccc(OC)c(-c2cc(C(=O)NCCCn3ccnc3)no2)c1	6.1	-0.1	0	-1.6	0	-1.0	-3	-0.7	-1.1	-0.7	-2
COc1ccc(NC(=O)CN2c3cccc4cccc(c34)S2(=O)=O)cc1OC	-0.3	-1.4	-5	-0.9	-37	-4.1	-13	-2.8	-2.0	-3.1	-6
CCOC(=O)C1C(C(C)=O)=C(c2ccccc2)c2ccccc2N1S(=O)(=O)C(F)(F)F (stereo not given)	1.5	0.8	-5	-1.1	-6	2.8	-6	-0.3	-1.9	-1.0	0
CC1(C)C(=O)OC(c2cccs2)C2(CCCCC2)C1=O (stereo not given)	1.8	0.1	-1	-0.3	-2	-1.7	-2	0.2	-1.4	-0.2	-2
CNC(=O)CN(CCc1ccccc1)S(=O)(=O)c1ccc(OC)cc1	0.7	-0.4	0	-2.1	-3	2.1	0	0.5	-1.1	-0.3	-3
